# Source: PubChem
# RmlCD inh mix: RmlC/RmlD inhibition, mixture screen; RmlC/RmlD coupled enzyme inhibition, 384-well mixture HTS; inhibition, % at 5.5 µM; 110,000 tested, 0.39% active; in the data active = inhibition above about 30%, passing the limit was not always enough; inconclusive = no clear call, values can overlap the other calls; also: strong numbers were not always called active
# RT RNaseH block: blocks HIV-1 RNase H cleavage of RNA/DNA duplex; AID 565; 65,000 tested, 1.9% active; P04585; inhibition, % at 10 µM; RT-RNase H RNA/DNA duplex cleavage, fluorescence; in the data active = inhibition above about 50%
# An asterisk follows results filed as active; ? = inconclusive; . = not tested or not shown. Only part of the results is shown; the hit share may differ from the screen's.
1. CCC1CCCCN1CCNC(=O)C1CCN(S(=O)(=O)c2c(C)noc2C)CC1 (stereo unspecified)
2. CCOC(=O)N1CCN(c2c(NCCc3ccc(OC)c(OC)c3)c(=O)c2=O)CC1
3. Cc1nc2ccc3nc(NC(=O)c4ccco4)sc3c2s1
4. CN1CCN(C2=C(Cl)C(=O)N(c3ccc(Cl)cc3)C2=O)CC1
5. O=S(=O)(c1ccc(Oc2ccc3oc4ccccc4c3c2)nc1)N1CCCC1
6. Cc1ccc(NC(=O)C(C)c2ccc(-c3ccccc3)c(F)c2)cc1 (stereo unspecified)
entry no. | 1 | 2 | 3 | 4 | 5 | 6
RmlCD inh mix | -35.1 | -11.1 | 3.3 | -8.0 | -12.0 | -8.8
RT RNaseH block | 4.2 | -9.3 | -2.6 | 82.0* | 2.0 | .

# Reprinted from the part before: two compounds, followed by the next part.
5. O=S(=O)(c1ccc(Oc2ccc3oc4ccccc4c3c2)nc1)N1CCCC1
6. Cc1ccc(NC(=O)C(C)c2ccc(-c3ccccc3)c(F)c2)cc1 (stereo unspecified)
7. Cc1ccc(Nc2ccc(C(=O)N3CCCC3)cn2)c(C)c1
8. Cc1cc2nc(N)sc2cc1C
9. CCOc1ccc(C2C(C#N)=C(N)SC(N)=C2C#N)cc1OC
10. Cc1ccc(S(=O)(=O)N2CCN(C)CC2)c(C)c1
11. Cc1cccc(C)c1NC(=O)N1CCC(c2nc3ccccc3o2)CC1
12. Cc1ccc(NC(=O)C[n+]2ccccc2)cc1[N+](=O)[O-]
entry no. | 5 | 6 | 7 | 8 | 9 | 10 | 11 | 12
RmlCD inh mix | -12.0 | -8.8 | -15.6 | 3.5 | -2.4 | 3.7 | -8.8 | 3.5
RT RNaseH block | 2.0 | . | . | . | 68.8* | . | -9.7 | .

13. COc1ccc(-n2nnnc2SCC(=O)Nc2ccccc2)cc1
14. CC1(C)CC[C@]2(CO)[C@@H](O)C[C@]3(C)C(=CCC4[C@@]5(C)CC[C@H](O)C(C)(C)C5CC[C@]43C)[C@@H]2C1 (stereo partly specified)
15. FC(F)(F)c1ccc(CN2C[C@@H]3C(c4ccc(Cl)nc4)C4(c5ccccc5)CC3(C4)[C@H]2c2ccccc2)cc1 (stereo partly specified)
16. CC(C)(C)NC(=O)CN(Cc1cccs1)C(=O)CCC(=O)Nc1nccs1
17. COc1cc(OC)c2c(-c3ccccc3)cc(=O)oc2c1C(CC(=O)N1CCOCC1)c1ccc2c(c1)OCO2 (stereo unspecified)
18. O=C(CCSc1nc(-c2ccco2)cc(C(F)(F)F)n1)N1CCN(c2ccccn2)CC1
entry no. | 13 | 14 | 15 | 16 | 17 | 18
RmlCD inh mix | 8.0 | 7.5 | -9.0 | 9.4 | 7.3 | 5.6
RT RNaseH block | . | . | . | . | . | 7.5

19. CC(NC(=O)NC(N)=O)(C(F)(F)F)C(F)(F)F
20. CC(=O)Nc1sc2c(c1C(N)=O)CCCC2
21. Cc1nnc(SCCn2c(N3CCC(Cc4ccccc4)CC3)nc3c2c(=O)[nH]c(=O)n3C)s1
22. O=C(Nc1ccccc1C(=O)N1CCCC1)c1ccccc1
23. CSCCC(NC(=O)C1CCC(C)CC1)C(=O)NCc1ccco1 (stereo unspecified)
24. CN(C)C(=O)CNC(=O)C1CCCCC1
entry no. | 19 | 20 | 21 | 22 | 23 | 24
RmlCD inh mix | -17.1 | 7.3 | . | 4.8 | 3.1 | 16.5
RT RNaseH block | -1.8 | . | -8.3 | . | -17.0 | .

25. Cc1cc(=O)oc2cc(OCC(=O)NCCc3nc4ccccc4[nH]3)ccc12
26. Cc1ccc(C)c(OCC(=O)Nc2cccc(C(=O)O)c2)c1C
27. CC(C)(C)N(C(=O)Cn1nnc(-c2ccc(F)cc2)n1)C(C(=O)NC1CCCC1)c1ccncc1 (stereo unspecified)
28. CCOC(=O)CSc1nnc(CNC(=O)c2ccc(OC)c(OC)c2)n1C
29. Cc1cc(-c2ccccc2N)n[nH]1
30. O=c1cc(CSc2ccccn2)[nH]c(=O)[nH]1
entry no. | 25 | 26 | 27 | 28 | 29 | 30
RmlCD inh mix | 11.3 | -6.0 | 8.8 | 2.7 | 14.0 | -7.7
RT RNaseH block | 13.3 | . | . | 0.9 | -6.0 | -3.1

31. COC(=O)c1[nH]c2cc(OC)ccc2c1NC(=O)CCN1CCN(c2ccccc2)CC1
32. O=C1N(Nc2ccccc2)C(c2ccc(Br)cc2)C12CCCC2 (stereo unspecified)
33. COC(=O)c1cn(Nc2ncc(C(F)(F)F)cc2Cl)c(=O)c2ccccc12
34. COCCCNc1ccnc2c(Cl)cccc12
35. CCOc1ncccc1C(=O)Oc1ccc2c(c1)OCO2
36. O=C(CN1CCOCC1)c1c[nH]c2ccccc12
entry no. | 31 | 32 | 33 | 34 | 35 | 36
RmlCD inh mix | -6.4 | -9.6 | 17.8 | 8.4 | -8.7 | -20.1
RT RNaseH block | . | . | . | -5.2 | -24.6 | .

# Exported bar-delimited: part of the list above
no. | SMILES | RmlCD inh mix | RT RNaseH block
21 | Cc1nnc(SCCn2c(N3CCC(Cc4ccccc4)CC3)nc3c2c(=O)[nH]c(=O)n3C)s1 | . | -8.3
22 | O=C(Nc1ccccc1C(=O)N1CCCC1)c1ccccc1 | 4.8 | .
23 | CSCCC(NC(=O)C1CCC(C)CC1)C(=O)NCc1ccco1 (stereo unspecified) | 3.1 | -17.0
24 | CN(C)C(=O)CNC(=O)C1CCCCC1 | 16.5 | .
25 | Cc1cc(=O)oc2cc(OCC(=O)NCCc3nc4ccccc4[nH]3)ccc12 | 11.3 | 13.3
26 | Cc1ccc(C)c(OCC(=O)Nc2cccc(C(=O)O)c2)c1C | -6.0 | .
27 | CC(C)(C)N(C(=O)Cn1nnc(-c2ccc(F)cc2)n1)C(C(=O)NC1CCCC1)c1ccncc1 (stereo unspecified) | 8.8 | .
28 | CCOC(=O)CSc1nnc(CNC(=O)c2ccc(OC)c(OC)c2)n1C | 2.7 | 0.9
29 | Cc1cc(-c2ccccc2N)n[nH]1 | 14.0 | -6.0
30 | O=c1cc(CSc2ccccn2)[nH]c(=O)[nH]1 | -7.7 | -3.1
31 | COC(=O)c1[nH]c2cc(OC)ccc2c1NC(=O)CCN1CCN(c2ccccc2)CC1 | -6.4 | .
32 | O=C1N(Nc2ccccc2)C(c2ccc(Br)cc2)C12CCCC2 (stereo unspecified) | -9.6 | .
33 | COC(=O)c1cn(Nc2ncc(C(F)(F)F)cc2Cl)c(=O)c2ccccc12 | 17.8 | .

# (continued)
37. CC(=O)N1CC=C2C(C#N)=C(N)C(C#N)(C#N)C(CCc3ccccc3)C2C1 (stereo unspecified)
38. O=c1cc(CSc2nnc(-c3ccccc3)o2)c2ccccc2[nH]1
39. C=CCNc1ncnc2c1cnn2-c1ccc(C)cc1C
40. CCOC(=O)C1CCN(C(=O)COC(=O)COc2ccccc2OC)CC1
41. Cc1ccc2nc(C3CCCN(C(=O)NCc4ccccc4)C3)[nH]c2c1 (stereo unspecified)
42. N#Cc1cccc(CSc2nnc(CCCO)n2-c2ccccc2)c1
entry no. | 37 | 38 | 39 | 40 | 41 | 42
RmlCD inh mix | 47.0 | -4.0 | -4.6 | 6.1 | -4.9 | -1.8
RT RNaseH block | -23.5 | -39.4 | -7.5 | -7.5 | 0.1 | -5.3

43. c1ccc(-c2ccc3sccc3n2)cc1
44. Cc1ccc2cc(CN(Cc3ccco3)C(=O)NC3CCCCC3)c(=O)[nH]c2c1C
45. CCOC(=O)c1cnc(SCc2nc(N)nc(Nc3ccc(OC)cc3)n2)nc1N
46. Oc1ccc(/C=N/Nc2cccc3cccnc23)c(O)c1
47. CC12CC3(C)CC(C)(C1)CC(C(=O)NC1=NCCS1)(C2)C3
48. O=C(Nc1ccc2c(c1)nc1n2CCSC1)c1ccccc1
entry no. | 43 | 44 | 45 | 46 | 47 | 48
RmlCD inh mix | -5.2 | 3.3 | -11.7 | 3.5 | 10.4 | 1.2
RT RNaseH block | . | . | . | . | . | -2.7

49. c1ccc2c(c1)nc1sccn12
50. CSC1=C(C#N)C(c2ccccc2Cl)C2=C(CCCC2=O)N1 (stereo unspecified)
51. O=C1CC(c2ccccc2)n2nc(NC(=O)C3CCCO3)nc2N1 (stereo unspecified)
52. C=C(C)c1cccc(C(C)(C)NC(=O)N2CCCC(C(N)=O)C2)c1 (stereo unspecified)
53. Clc1ccccc1CSc1nnc(-c2ccco2)c(-c2ccco2)n1
54. CC(=O)CC(c1ccccc1)S(=O)(=O)c1ccc(C)cc1 (stereo unspecified)
entry no. | 49 | 50 | 51 | 52 | 53 | 54
RmlCD inh mix | -11.1 | . | -5.0 | -16.4 | 9.1 | -2.2
RT RNaseH block | -12.1 | -1.4 | 2.6 | -6.9 | 55.3* | .

55. CN(C)C(=O)c1cc(S(=O)(=O)N(C)C)c(Cl)cc1N1CCCC1
56. C#CCNc1nc(CC)nc2c1nnn2Cc1ccccc1F
57. CC1Cc2ccccc2N1S(=O)(=O)c1cccc(C(=O)NC2CC2)c1 (stereo unspecified)
58. CN(C)CCCNC(=O)c1ccccn1
59. CCSC1=C(C#N)C(c2cccc(OC)c2)CC(=O)N1 (stereo unspecified)
60. Cc1noc(/C=C/N(C)C)c1S(=O)(=O)N1CCCC(C(=O)N2CCCCC2)C1 (stereo unspecified)
entry no. | 55 | 56 | 57 | 58 | 59 | 60
RmlCD inh mix | 6.2 | -13.1 | 7.0 | -4.5 | 11.7 | 6.4
RT RNaseH block | -8.5 | 3.1 | -9.4 | . | -19.8 | -8.6

61. CCOC(=O)c1c(C)[nH]c(C(=O)CSc2ccc(Cl)cc2)c1C
62. COc1ccc(N2C(=O)C(Cl)=C(N3CCCC(C)C3)C2=O)cc1 (stereo unspecified)
63. COc1ccc(N(C(=O)c2ccco2)C(C(=O)NC2CCCC2)c2ccc(N(C)C)cc2)cc1 (stereo unspecified)
64. COc1ccc(-n2nnnc2SCC(=O)Nc2ccc3c(c2)OCCO3)cc1OC
65. O=C(CCn1nnc2ccccc21)Nc1nnc(COc2ccc(F)cc2)s1
66. COC(=O)C1=C(c2cc3ccccc3o2)C[C@@H]2CC[C@H]1N2C(=O)NCc1ccc(C(F)(F)F)cc1
entry no. | 61 | 62 | 63 | 64 | 65 | 66
RmlCD inh mix | 9.2 | -10.2 | -13.1 | -11.7 | 5.6 | 2.2
RT RNaseH block | . | . | 4.2 | -11.5 | 30.6 | .

67. N#CC1(C#N)C2=C(CCCC2)NC(c2ccccc2)C1(C#N)C#N (stereo unspecified)
68. N#CC1=C(N)Oc2n[nH]c(-c3ccccc3)c2C1c1cccc(OC(=O)N2CCOCC2)c1 (stereo unspecified)
69. CS(=O)(=O)NCC(c1cccnc1)N1CCN(c2ccc(F)cc2)CC1 (stereo unspecified)
70. CCC(=O)Nc1c(C)ccc2nsnc12
71. CCOC(=O)C1CCN(C(=O)Nc2ccc3c(c2)nc(C)n3C)CC1
72. C=CCN1CCN(C(c2ccc(Cl)cc2)c2nnnn2CCc2ccc(OC)c(OC)c2)CC1 (stereo unspecified)
entry no. | 67 | 68 | 69 | 70 | 71 | 72
RmlCD inh mix | -4.5 | 0.2 | 11.6 | 8.2 | 4.9 | -12.3
RT RNaseH block | 25.6 | -2.4 | -7.8 | -0.2 | -1.4 | 2.6

73. CCn1cc(C(=O)NCc2ccccc2OC)c(=O)c2cc(S(=O)(=O)N(C)C)ccc21
74. Nc1c(C(=O)Nc2ccccc2)sc2nc(-c3ccco3)ccc12
75. CCOC(=O)c1ccc(Oc2cc(C)nc(SC)n2)cc1
76. Cc1cc(=O)oc2ccc(OCC(=O)NCc3ccco3)cc12
77. O=C(Cn1cnc2ccccc2c1=O)NCC(=O)N1CCN(Cc2ccc3c(c2)OCO3)CC1
78. O=S(=O)(NCc1ccccn1)c1cccc2nsnc12
entry no. | 73 | 74 | 75 | 76 | 77 | 78
RmlCD inh mix | -29.8 | 7.9 | 2.5 | 9.3 | ? | -6.5
RT RNaseH block | -28.4 | 87.2* | -21.6 | . | -14.8 | -33.1

79. COc1cc(NC(=O)C(C)Oc2ccccc2)c(C(=O)O)cc1OC (stereo unspecified)
80. COc1ccc(CSc2nnnn2C)cc1[N+](=O)[O-]
81. O=C(NCCc1cccs1)C1CC(c2ccccc2[N+](=O)[O-])=NO1 (stereo unspecified)
82. CC(C)OCCCNS(=O)(=O)c1ccc2ccccc2c1
83. Nc1c(Cl)ncnc1N1CCOCC1
84. O=C(c1ccc(F)cc1)C1CCN(C(=O)Nc2ccc(F)cc2)CC1
entry no. | 79 | 80 | 81 | 82 | 83 | 84
RmlCD inh mix | -3.8 | 0.1 | 8.7 | -10.3 | -1.1 | -10.6
RT RNaseH block | -5.1 | . | . | . | . | .

85. CCN1CCN(Cc2ccc(NC(=O)Nc3cccs3)cc2)CC1
86. Cc1ccc(C)c(C(=O)CSc2n[nH]c(C)n2)c1
87. C=CCC(C#Cc1ccccc1)[N+](C)(C)CC=C (stereo unspecified)
88. Cc1cccc(-n2c(N)cc(=O)nc2SC(C)C(=O)NC2CCCCC2)c1 (stereo unspecified)
89. Cc1nc(N2CCN(C)CC2)c2sc(=S)n(-c3ccccc3)c2n1
90. CC(C)C1Oc2ccccc2N(CC(=O)N(Cc2ccccn2)CC2CCCO2)C1=O (stereo unspecified)
entry no. | 85 | 86 | 87 | 88 | 89 | 90
RmlCD inh mix | 7.3 | -3.2 | -13.1 | 37.5 | 6.7 | -9.4
RT RNaseH block | -16.4 | -14.3 | . | -4.7 | -10.9 | -4.2

91. CCN(CC)CCN1C(=O)C(O)=C(C(=O)c2ccc(C)o2)C1c1ccccn1 (stereo unspecified)
92. Cn1c(=O)c2c(nc(CN3CCN(CCO)CC3)n2Cc2cccc3ccccc23)n(C)c1=O
93. CCOC(=O)N1CCN(S(=O)(=O)c2cc(OCC)ccc2OCC)CC1
94. Fc1ccccc1C(c1nnnn1Cc1ccc2c(c1)OCO2)N1CCN(Cc2ccccc2)CC1 (stereo unspecified)
95. Cc1cc(/C=N/n2cnnc2)c(C)n1-c1ccc(OCc2ccccc2F)cc1
96. Cc1ccc2nc(NC3=NCN(Cc4ccco4)CN3)nc(C)c2c1
97. Cc1cc(C)nc(NC2=NCCS2)n1
entry no. | 91 | 92 | 93 | 94 | 95 | 96 | 97
RmlCD inh mix | 2.4 | -8.4 | -5.4 | 2.5 | 0.2 | . | -7.3
RT RNaseH block | 0.1 | -0.9 | 0.1 | -2.5 | -46.2 | 4.0 | .
